Screening data deposited in PubChem BioAssay by several laboratories.
Rad51 HR inh: Rad51 (human) homologous recombination inhibition; Q06609; hRad51 DNA strand exchange, fluorescence dequenching; inhibition, % at 10 µM; 0.085% of 200,000 active; AID 1385;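 active means inhibition above 40% at the single screening dose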;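 further: 0% = DMSO control wells and 100% = blanks with heterologous ssDNA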
Target sequence (Q06609 whole entry, looked up): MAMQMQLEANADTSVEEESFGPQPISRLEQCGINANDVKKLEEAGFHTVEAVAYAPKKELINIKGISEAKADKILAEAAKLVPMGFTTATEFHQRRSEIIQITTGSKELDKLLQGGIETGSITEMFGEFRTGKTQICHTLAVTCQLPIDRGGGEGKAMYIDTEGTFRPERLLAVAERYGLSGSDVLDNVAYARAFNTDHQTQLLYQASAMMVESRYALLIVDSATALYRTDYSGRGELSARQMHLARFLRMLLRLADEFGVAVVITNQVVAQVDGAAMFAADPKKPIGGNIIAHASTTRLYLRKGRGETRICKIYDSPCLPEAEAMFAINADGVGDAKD
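System: human Rad51 nucleoprotein filaments preassembled on unlabelled ssDNA. Reagent: labelled 47-mer dsDNA for strand exchange. Schedule: 30-min compound preincubation and 15-min exchange, both room temperature. Measured by: FRET fluorescence dequenching, excitation 485 nm, emission 520 nm. Read-out: Fluorescence-based percent inhibition, control- and blank-normalised. Benchmarks: plate controls and plate blanks.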
eIF4E 4G PPI: eIF4E/eIF4G interaction inhibition in translation initiation | TR-FRET eIF4E-eIF4GI(517-606) binding, 2 h | inhibition, % at 21.7 µM | P63073+Q04637 | 0.37% of 220,000 active;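 active means inhibition above about 30%, limit read from the data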;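 further: 0% = full FRET control wells and 100% = background wells lacking eIF4GI fragment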
m-calpain inh: blocks pig calpain II enzyme activity | purified calpain II, fluorogenic peptide substrate, 30 min | 0.37% of 220,000 active | inhibition, % at 16 µM;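 active means inhibition above about 50%, limit read from the data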
Tb hexokinase: blocks Trypanosoma brucei hexokinase 1 activity | recombinant TbHK1, G6PDH-coupled NADH A340 | inhibition, % at 10 µM | 0.11% of 220,000 active | AID 1430;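 active means inhibition of 50% or more in the single-dose primary screen; inactive means inhibition below 50%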
Hck-Nef inh: human Hck-Nef kinase inhibition; P08631; Recombinant Hck-YEEI plus Nef, Z-Lyte FRET kinase assay; inhibition, % at 20 µM; 0.68% of 220,000 active; AID 463187;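 active means Hck-Nef kinase inhibition above about 50%, limit read from the data; inactive means inhibition below that limit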;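 further: 0% = DMSO with Hck plus Nef and 100% = Hck alone without Nef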
Target sequence (P08631 whole entry, looked up): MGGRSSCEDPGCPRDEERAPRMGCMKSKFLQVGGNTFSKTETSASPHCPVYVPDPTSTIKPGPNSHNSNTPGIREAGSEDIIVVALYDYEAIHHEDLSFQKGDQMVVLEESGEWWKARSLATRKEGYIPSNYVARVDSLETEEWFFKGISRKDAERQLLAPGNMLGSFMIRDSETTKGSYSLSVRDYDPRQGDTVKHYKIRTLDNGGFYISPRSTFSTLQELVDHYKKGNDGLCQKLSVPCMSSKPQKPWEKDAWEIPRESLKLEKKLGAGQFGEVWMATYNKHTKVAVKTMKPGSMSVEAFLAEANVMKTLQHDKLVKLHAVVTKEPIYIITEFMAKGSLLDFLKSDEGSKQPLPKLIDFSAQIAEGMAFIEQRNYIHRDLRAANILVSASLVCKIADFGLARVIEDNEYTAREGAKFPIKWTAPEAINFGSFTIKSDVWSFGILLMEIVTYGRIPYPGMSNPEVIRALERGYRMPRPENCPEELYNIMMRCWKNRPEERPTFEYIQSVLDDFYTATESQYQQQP
EP2 antag: blocks the human prostaglandin E2 receptor EP2; P43116; C6 glioma cells expressing human EP2, cAMP TR-FRET; cells stimulated with saturating PGE2; inhibition, % at 25 µM; 0.52% of 260,000 active;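 active means percent inhibition above 40 after rounding to a whole number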;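 further: rat C6 glioma host cells with rolipram phosphodiesterase inhibitor present; the protocol text gives 20 µM as final concentration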
EP2 modulator: modulates human prostaglandin E2 receptor EP2 signaling | AID 940 | P43116 | EP2-expressing cells, cAMP HTRF FRET, PGE2 co-stimulation | 0.83% of 260,000 active | induction, % at 25 µM;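 active means compounds whose cAMP rise, as percent of the full-agonist control response, exceeds 60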;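 further: rat C6 glioma line stably carrying human EP2 under a CMV promoter; the protocol text gives 20 µM as final concentration; 100% = response of wells given 1 µM PGE2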
L929 necroptosis: L929 zVAD cell death inhibition; AID 1377; 0.38% of 220,000 active; L929 zVAD necroptosis rescue, ATP luminescence, 24 h; with zVAD 60 µM; viability rescue, % at 10 µM;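 active means activation, scaled between plate controls, above about 75%, limit read from the data; inactive means activation under that limit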;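 further: 0% = zVAD with DMSO and 100% = DMSO alone without zVAD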
14-3-3 Bad PPI: disrupts binding of bovine 14-3-3 zeta to phospho-Bad peptide | TR-FRET 14-3-3zeta/Dy647-pBad peptide displacement, 1 h | 0.71% of 220,000 active | P63103 | AID 781 | inhibition, % at 21.7 µM;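 active means inhibition above about 70%, limit read from the data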;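 further: 0% = full 14-3-3 plus peptide FRET controls and 100% = background without 14-3-3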
Target sequence (P63103 whole entry, looked up): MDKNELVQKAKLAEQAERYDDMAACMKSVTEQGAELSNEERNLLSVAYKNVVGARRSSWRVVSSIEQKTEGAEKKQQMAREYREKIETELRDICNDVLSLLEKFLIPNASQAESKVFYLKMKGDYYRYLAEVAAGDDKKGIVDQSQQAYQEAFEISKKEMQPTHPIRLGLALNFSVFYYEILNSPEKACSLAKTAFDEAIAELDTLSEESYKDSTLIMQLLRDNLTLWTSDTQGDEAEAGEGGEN
Active calls of the source: *; i = inactive; . = not tested or not shown; & = joins results of further samples; [ ] = another dose, or the depositor's remark. An excerpt; rates above refer to the full screens.

Results follow in this order: 14-3-3 Bad PPI	m-calpain inh	L929 necroptosis	Rad51 HR inh	Tb hexokinase	EP2 antag	Hck-Nef inh	eIF4E 4G PPI	EP2 modulator
> O=C(CSc1nnc(NC2CCCCC2)s1)NC1CCS(=O)(=O)C1 (stereo not drawn)
    -1	-32	1.7	-1	-4	13	0	-11	15
> CN(C)CCOC(=O)C12CC3CC(CC(C3)C1)C2
    34[fluorescence artefact?]	-24	0.1	2	-4	8	2	4[fluorescence artefact?]	15
> O=C1C(Cl)=C(Nc2ccccc2O)C(=O)N1CCc1ccccc1
    -23[fluorescence artefact?]	13	1.6	-64	25	4	16	28[fluorescence artefact?]	-2
> CC1Cc2nc(SCC(=O)Nc3nccs3)n(Cc3ccccc3)c(=O)c2S1 (stereo not drawn)
    -4	22	0.4	6	-6	7	22	2	-10
> COC1(OC)C(/C=C/c2ccc(C)cc2)C(C#N)(C#N)C1(OC)OC (stereo not drawn)
    -11	-15	-0.7	0	8	14	5	0	20
> O=C1/C(=C\c2cccs2)N=C(c2cccs2)N1Nc1ccccc1
    -12	-12	0.2	-2	5	25	-24	3	26
> CC(=O)N1Cc2ccccc2C(C)CC12CCCC2 (stereo not drawn)
    -13	-3	-0.3	.	15	14	3	1	24
> CC(C)C(=O)Nc1nnc(SCC(=O)NCc2ccc3c(c2)OCO3)s1
    3	-11	0.9	-6	-1	7	15	-2	7
> CCCCN(C)c1c(N2CCC(C(=O)OCC)CC2)c(=O)c1=O
    -1	-2	0.1	-2	-20	3	18	0	21
> Cc1nc(Nc2ccccc2)sc1-c1ccccc1
    -6	8	1.7	-7	-3	9	-1	3	-4
> COc1cc(/C=N/NC(=S)NCc2ccccc2)ccc1OCC#N
    -3	24	0.0	.	0	12	4	-1[fluorescence artefact?]	1
> CCn1c(SCC(=O)Nc2nccc(C)n2)nc2ccccc21
    -7	-1	0.5	.	-5	17	36	6	-9
> CC(=O)NC(Cc1ccccc1)C(=O)OCC(=O)c1ccc(Cl)cc1 (stereo not drawn)
    -13	9	0.7	10	33	4	8	0	13
> O=C(COC(=O)C12CC3CC(CC(Br)(C3)C1)C2)Nc1cccnc1Cl
    -6	37	3.0	.	-2	4	23	2	-13
> Cc1ccccc1Nc1nnc(SCC(=O)NCc2cccs2)s1
    -4	2	1.3	.	-8	8	0	3	-20
> O=C(NCC1CCCO1)c1ccccn1 (stereo not drawn)
    -7	-3	0.8	3	2	11	0	2	0
> O=C1COc2ccc(C(=O)COC(=O)CNC(=O)c3ccccc3)cc2N1
    6	34	0.3	-14	4	6	10	2	-12
> COc1ccc(OC)c(S(=O)(=O)NCC(=O)O)c1
    5	-9	0.6	.	-7	0	23	-11	-19
> Cc1cc(=O)n2c(C)n[nH]c2n1
    -3	8	0.1	-10	1	7	-1	1	11
> COc1ccc(C(=O)CSc2nnn(-c3cccc(NC(C)=O)c3)n2)cc1
    1	17	0.7	11	4	16	5	4	-42
> O=C(C1CCCO1)N1CCN(C(=S)Nc2cccc(Cl)c2)CC1 (stereo not drawn)
    -30	-13	0.1	10	13	7	1	-4[fluorescence artefact?]	3
> COc1cc(/C=N/NC(=O)c2cc(C34CC5CC(CC(C5)C3)C4)[nH]n2)ccc1O
    -9[fluorescence artefact?]	-41	1.4	6	-18	15	10	3[fluorescence artefact?]	-21
> Cc1nnc2n1NC(c1ccc(Cl)cc1)C(C(=O)N(C)C1CCCCC1)S2 (stereo not drawn)
    127*[fluorescence artefact?]	-3	-0.2	-2	-10	10	0	-1[fluorescence artefact?]	7
> COC(=O)c1c(NC(=O)Cc2cccs2)sc(C(=O)N2CCCCC2)c1C
    5	24	0.5	8	-1	14	8	8[fluorescence artefact?]	9
> Cc1sc(NC(=O)C2CCCCC2C(=O)O)c(C(N)=O)c1C (stereo not drawn)
    5	-9	0.9	3	-2	5	1	1	33
> Brc1ccc(-c2csc(-c3c[nH]c4ccccc34)n2)cc1
    -14	9	-0.1	3	-19	15	0	1	-5
> Cc1ccc(NC(=O)c2ccco2)c(NC(=O)Cc2cccs2)c1
    2[fluorescence artefact?]	13	0.3	6	-13	4	3	2	17
> CCOCCCn1c(=NC(C)=O)c(C(=O)OCC)cc2c(=O)n3ccccc3nc21
    5	i	-0.3	1	-9	2	119*	-2	-5
> Cc1ccc(N(C(=O)c2cnccn2)C(C(=O)NC2CCCCC2)c2ccc(O)cc2)cc1 (stereo not drawn)
    8	19	-1.1	-7	3	14	14	1	-4
> O=C(COC(=O)CN1C(=O)C2CCCCC2C1=O)Nc1cc(S(=O)(=O)N2CCOCC2)ccc1Cl (stereo not drawn)
    3	8	0.8	6	-1	11	2	2	10
> CCN(CC)S(=O)(=O)c1ccc(N(C)Cc2ccc(C(F)(F)F)cc2)nc1
    -8	5	0.7	0	-2	7	-23	-2	-9
> Cc1nnc(NC(=O)Cn2nc(C)c3ccccc3c2=O)s1
    -5	-18	0.9	-6	0	10	27	2	5
> CC(=O)Nc1cccc(-c2csc(NCc3ccco3)n2)c1
    29	-67	3.1	3	-3	11&11	0	4	-4&-40
> CC(C)c1ccc(NC(=S)Nc2ccc(OC(F)(F)F)cc2)cc1
    -6	8	2.4	.	-23	5	9	-3	-22
> COc1ccccc1/C=N/N1C(=O)C2C3C=CC(CC3)C2C1=O (stereo not drawn)
    -8	3	13	15	-10	3	21	4	14
> O=C(O)/C(=C\c1cccs1)Sc1nnc(-c2ccc(F)cc2)o1
    0	-5	0.9	-2	4	10	27	-6	-24
> Cc1nc2ccccc2c(=O)n1NC(=O)CCC(=O)O
    -5	-16	1.2	23	-6	5	9	-1	24
> CN(C)C=NC(=O)c1ccc([N+](=O)[O-])c(CS(=O)(=O)c2ccc(Cl)cc2)c1
    11	0	0.7	-6	-6	10	1	-1[fluorescence artefact?]	-7
> Cc1cccc(N2CCN(C(=O)c3ccc(Cl)c(S(=O)(=O)NCc4ccco4)c3)CC2)c1C
    -16	3	0.4	.	11	.	-1	4	-46
> Cc1cc(N2CCN(C3CCCC3)CC2)n2c(nc3ccccc32)c1C#N
    10[fluorescence artefact?]	-303	0.3	1	-4	5	11	2	-7
> O=C(O)c1ccc(NC(=O)c2cccc(N3C(=O)C4C5CCC(C5)C4C3=O)c2)cc1 (stereo not drawn)
    -1	-1	1.3	-3	-8	15	0	2[fluorescence artefact?]	27
> CC(=O)OCC(=O)Nc1ccc(Cl)cc1Cl
    2	23	-0.2	7	-1	2	-4	9[fluorescence artefact?]	12
> Clc1ccccc1C1=CC(c2ccco2)n2ncnc2N1 (stereo not drawn)
    -3	-79	0.0	.	-25	8	16	-3	-21
> COc1ccccc1C(=O)NCCCn1cc(Br)c(C)n1
    -2[fluorescence artefact?]	-20	0.6	-6	-3	9	10	-9[fluorescence artefact?]	-16
> Cc1ccc(NC(=S)N(CCN2CCCCC2)Cc2ccco2)cc1Cl
    -13	16	-1.0	9	17	3	6	1	54
> COc1ccc(C(=O)NCCC2=CCCCC2)cc1
    -5[fluorescence artefact?]	-6	3.1	1	0	8	-5	4	0
> Cc1ccc(-c2nc(SCC(=O)NCCN3C(=O)CSC3=O)[nH]c2-c2ccc(C)cc2)cc1
    10[fluorescence artefact?]	-94	-0.2	.	-10	.	-1	-2[fluorescence artefact?]	-14
> FC(F)(F)c1cnc(/C=C/Nc2ccccc2Cl)c(Cl)c1
    -6	0	-0.1	0	-1	6	-3	-1	12
> COc1cccc(-n2c(SCC(=O)NCCc3ccccc3)nnc2-c2ccoc2C)c1
    -6	-30	-1.3	4	4	6	-3	4	15
> O=C(O)c1ccc(NC(=O)c2cccs2)cc1
    5	-5	-1.0	4	-7	8	5	3[fluorescence artefact?]	31
> Cc1ccc(NC(=O)CN2C(=O)NC(C)(CCc3ccccc3)C2=O)cc1 (stereo not drawn)
    -7	-3	2.8	-6	-2	7	-9	-2	0
> COc1cccc(OC)c1C(=O)NC(=S)Nc1ccc2c(c1)OCCO2
    -9	29	-1.1	2	0	10	26	-1	-2
> O=C(Nc1ccccc1C(=O)N1CCCCC1)NC1CCCCC1
    -4	-2	17	-2	-7	12	12	2	18
> CCOC(=O)CNc1nc(C(C)(C)C)nc2c1nnn2Cc1ccccc1Cl
    -7	16	1.2	3	0	0	0	-3	34
> O=C(NCc1ccc(F)cc1)C(c1cccs1)N(C(=O)c1csnn1)C1CC1 (stereo not drawn)
    10	-1	-0.5	0	3	5	-1	4	12
> Cc1ccc(S(=O)(=O)NCC(=O)N2CCN(c3ccccc3F)CC2)cc1
    -2	-2	-0.1	.	-6	11	2	-1	18
> COc1cccc(NC(=S)N(CCCN2CCOCC2)Cc2cn(C)c3ccccc23)c1
    4	-9	-0.3	-10	-7	12	0	2[fluorescence artefact?]	-1
> Cc1ccccc1NC(=O)CNc1ccccc1N1CCCCC1
    -11	15	0.2	-6	8	11	4	2	17
> COc1ccc(Cn2cccc(NC(=O)Nc3ccc(C#N)cc3)c2=O)cc1
    22	-17	-0.1	-3	-20	18	6	-14	10
> CN(/N=C/c1ccc(Cl)cc1)c1ncc(Cl)cc1C(F)(F)F
    -7	7	0.0	15	-35	14	10	0	-3

Some of these compounds in order of count of non-hydrogen atoms, ascending.
Results follow in this order: 14-3-3 Bad PPI	m-calpain inh	L929 necroptosis	Rad51 HR inh	Tb hexokinase	EP2 antag	Hck-Nef inh	eIF4E 4G PPI	EP2 modulator
> COc1ccc(C(=O)NCCC2=CCCCC2)cc1
    -5[fluorescence artefact?]	-6	3.1	1	0	8	-5	4	0
> Cc1ccc(S(=O)(=O)NCC(=O)N2CCN(c3ccccc3F)CC2)cc1
    -2	-2	-0.1	.	-6	11	2	-1	18
> O=C(NCc1ccc(F)cc1)C(c1cccs1)N(C(=O)c1csnn1)C1CC1 (stereo not drawn)
    10	-1	-0.5	0	3	5	-1	4	12

Next compounds follow.
Results follow in this order: 14-3-3 Bad PPI	m-calpain inh	L929 necroptosis	Rad51 HR inh	Tb hexokinase	EP2 antag	Hck-Nef inh	eIF4E 4G PPI	EP2 modulator
> COc1ccc(S(=O)(=O)Nc2cccnc2)c(Cl)c1Cl
    6	-15	0.0	-1	-4	11	17	0	0
> Cc1ccc(/C=C/c2nc3ccccc3[nH]2)o1
    -13	-75	1.6	-18	-51	3	28	-2	-37
> O=C(O)CSc1nccn1-c1cccc(Cl)c1
    -6	-29	-0.1	5	-3	10	0	6	9
> Cn1nc(CC(=O)Nc2ncc(Br)s2)c2ccccc2c1=O
    4	-6	0.3	13	-4	13	1	6	-7
> Nc1n[nH]c(N)c1N=Nc1ccc(Cl)cc1
    -4[fluorescence artefact?]	1	-0.9	-9	-49	17	10	2[fluorescence artefact?]	2
> O=[N+]([O-])c1cccc(-c2cc(C(F)(F)F)n3nc(-c4ccccc4)cc3n2)c1
    4	-10	1.7	-11	-18	8	6	-9	17
> CCCN1C2CCCC1CC(NC(=O)c1ccccc1)C2 (stereo not drawn)
    -3	-18	-0.3	6	0	10	1	-6	-3
> O=C(CN1C(=O)C(=O)c2ccccc21)NC1CCCCC1
    -4[fluorescence artefact?]	11	0.2	0	0	8	1	3	-26
> CSc1ccccc1C(=O)Nc1ccc2c(c1)OCCO2
    -3[fluorescence artefact?]	6	1.1	.	-4	11	1	1	60
> CN1CCN(/N=C2/C(=O)Nc3ccc([N+](=O)[O-])cc32)CC1
    1	44	-0.6	1	-26	5	23	-1	-20
> Cc1cc(C)n2nc(SCC(=O)NCc3ccco3)nc2n1
    11	19	0.0	2	2	6	-3	4	-2
> COc1ccc(C)cc1NS(=O)(=O)c1cccc2nonc12
    5	10	1.4	.	1	.	-1	-6	4
> O=C(CSc1nccn1-c1ccccc1)NCc1ccc(F)cc1
    2	-28	11	3	-1	9	16	0	16
